p53ts 32C kill: p53ts cell cytotoxicity, permissive temperature; Potency, µM (highest dose often 46.1 µM), without a hit: at the highest dose activity change, negative = cytotoxicity, most hits filed as cytotoxic; H1299-p53A138V at 32C, ATP luminescence viability, 24 h; 130,000 compounds, 0.93% hits;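 further: 0% = DMSO and -100% = full killing by reference compound; nearly all actives have a fitted effect of over 55% in size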
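Cells: H1299 p53ts (A138V), 600/well, pre-incubated 16–30 h at 37C. Cpd up to 46 uM, 24 h, 32C. Readout: ATPlite luminescence, 20 min RT. Normalization: DMSO vs tamoxifen 100 uM. AC50 by Hill equation.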
Peg3 imprint: genomic imprint erasure induction | mouse ES Peg3-LacZ reporter, beta-gal luminescence, 40 h | Potency, µM (series often up to 60.7 µM), for inactives: at the top dose activity change, positive = activation, usual class: activators | 110,000 compounds, 0.02% hits | AID 1948;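 further: 0% = negative control wells on the plate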
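Imprint erasure is scored as LacZ activity from the silenced maternal Peg3 allele in feeder-free female ES cells cultured 40 h with LIF. Luminescence is normalized to in-plate negative controls and fitted to the Hill equation.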
IkB signaling: suppresses IkB signaling in ABC-DLBCL reporter cells; ABC-DLBCL IkBa-CBG/CBR dual luciferase ratio, 4 h; response scale: scaled: untreated 0%, proteasome inhibitor 100%; Potency, µM (titrated, usually from 57.1 µM), without a hit: at the top dose IkBa stabilization activation; 110,000 compounds, 0.04% hits; AID 445; active means well fitted curve in the direction sought with a large enough effect in the signal ratio, not every such curve was filed as active; inconclusive means small, poorly fitted or top-dose-only effect, or a change in a side signal; the % refers to the signal ratio;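 further: the direction sought is a rising ratio; 0% = basal untreated cells and 100% = reference inhibitor full response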
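Luminescence ratio of IκBα-fused green versus native red beetle luciferase in OCI-Ly3 cells, 4 h post-doxycycline with compound; red signal alone, scaled from basal (0%) to zero light (-100%), flagged nonspecific or cytotoxic effects.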
p53ts 39C kill: cytotoxicity in p53ts cells at nonpermissive temperature; H1299-p53A138V viability at 39C, ATP luminescence, 24 h; 130,000 compounds, 1.5% hits; Potency, µM (titrated, usually from 46.1 µM), for inactives: at the highest dose activity change, negative = cell killing, actives largely listed as cytotoxic; further: nearly all actives have a fitted effect of over 55% in size
An asterisk follows results filed as active; u = inconclusive; x = not tested or not shown; [ ] = dose if it differs, or a comment. Unless noted, the call rests on the fitted dose curve; in most records, active means well fitted curve in the direction sought with a large enough effect; inconclusive means small, poorly fitted or top-dose-only effect, or another doubt; inactive means no such curve, though single readings can be large; an effect the other way counts as inactive or inconclusive. Unless noted, on the % scale 0 is the no-effect control and ±100 the full control effect; potency means the concentration at half of the fitted maximal effect.

nr | compound | p53ts 32C kill | Peg3 imprint | IkB signaling | p53ts 39C kill
1 | CC1CCc2c(sc(NC(=O)COc3ccccc3)c2C(=O)Nc2ccccc2Cl)C1 (stereo unspecified) | -10.1% | -2.6%[10.9 µM] | 5.4% | 38.3%[activator]
2 | COc1ccc(-c2cc(C(C)=O)c(C)n2CCC(=O)Nc2cc(C)ccc2OC)cc1 | -16.8% | -14.0%[10.9 µM] | -1.4% | -20.6%
3 | COc1ccc(Br)cc1C1CC(=O)N2CN(Cc3ccccc3)CSC2=C1C#N (stereo unspecified) | -4.6% | -11.4% | u | 6.1%
4 | CCCCOC(=O)c1ccc(Nc2ncnc3c2cnn3-c2cccc(C)c2)cc1 | -1.5% | -6.8%[10.9 µM] | u | -14.4%
5 | Cc1ccc(NC(CNS(=O)(=O)c2ccc(Cl)cc2)c2ccccc2)cc1 (stereo unspecified) | u | -5.2%[10.9 µM] | 1.5% | u
6 | O=C(COc1ccc(F)cc1)Nc1ccc2nc(SCC(=O)N3CCOCC3)sc2c1 | -19.0% | 6.5%[10.9 µM] | 2.0% | -6.0%
7 | Cc1ccc(C)c(Cn2c3ccccc3c3cnn(CC(=O)NCC(C)c4ccccc4)c(=O)c32)c1 (stereo unspecified) | -2.7% | 8.7%[10.9 µM] | 2.7% | u
8 | COc1ccc(Cl)cc1N1CC(c2nc3ccccc3[nH]2)CC1=O (stereo unspecified) | 5.5% | 1.2% | -0.5% | 4.4%
9 | O=S(=O)(c1ccc(OCC(O)CN2CCC(Cc3ccccc3)CC2)cc1)N1CCOCC1 (stereo unspecified) | -10.0% | -18.1% | 1.5% | -20.8%
10 | COc1ccc(N2CCN(Cc3nc4c(c(=O)n(C)c(=O)n4C)n3C(C)C)CC2)cc1 | 1.8% | -23.7%[10.9 µM] | u | 6.5%
11 | COc1ccc(CCNc2ncnc3c2c(-c2ccccc2)cn3-c2ccc(F)cc2)cc1OC | 2.3% | -10.0%[10.9 µM] | u | -14.6%
12 | COc1cc(C(=O)NCCC(=O)NCCCN2CCCCC2C)cc(OC)c1OC (stereo unspecified) | 10.7% | -6.6% | -1.4% | 0.7%
13 | CC(=O)Nc1ccc(S(=O)(=O)N2CCCN(S(=O)(=O)c3ccc(NC(C)=O)cc3)CC2)cc1 | -3.4% | -1.4% | 0.3% | 10.6%
14 | COC(=O)C1=CNC=C(C(=O)OC)C1c1ccc(Cl)cc1 | 6.5% | -7.2% | -0.5% | 13.5%
15 | CCOC(=O)c1ccc(N2C(=O)c3n[nH]c(C)c3C2c2ccc(OC)cc2OC)cc1 (stereo unspecified) | 33.7%[activator] | -16.7% | 1.9% | -28.0%
16 | CCC(C)Cn1c(S(=O)(=O)O)nc2ccccc21 (stereo unspecified) | 3.6% | -1.1% | -0.3% | -1.7%
17 | COc1cccc(NC(=O)c2oc3ccccc3c2NC(=O)C23CC4CC(CC(C4)C2)C3)c1 | 5.2% | -6.7%[10.9 µM] | -0.7% | 20.1%
18 | Cc1ccc(CSc2nc(-c3cccs3)ccc2C#N)cc1 | -7.3% | -5.3%[10.9 µM] | 0.0% | 21.3%
19 | O=C(CN(Cc1cccs1)C(=O)CSc1nnc(COc2ccccc2)o1)NC1CCCCC1 | -8.0% | x | x | -3.8%
20 | CCOC(=O)c1c(S(=O)(=O)NCC(=O)Nc2cc(C)ccc2OC)c(C)n(C)c1C | 2.2% | -14.4%[10.9 µM] | 1.6% | -8.2%
21 | O=C(NCCCN1CCN(Cc2ccccc2)CC1)c1nnc(Cc2c(F)cccc2Cl)o1 | -5.4% | -9.3% | 3.8% | 9.6%
22 | O=C(c1ccco1)N1CCN(c2ncnc3c(-c4ccccc4)nsc23)CC1 | -20.9% | -47.6%[inhibitor] | u | -21.6%
23 | O=C(CN1C(=O)c2ccccc2C1=O)N1CCN(c2nnc(-c3ccccc3)c3ccccc23)CC1 | 8.9% | -2.5% | 1.0% | 9.8%
24 | COc1ccccc1CNC(=O)CCCCn1c(=O)c2ccccc2n(CC(=O)Nc2cccc(Cl)c2)c1=O | 3.8% | -8.6%[10.9 µM] | u | 11.5%
25 | COc1ccccc1N1CCN(C(=O)C2CCCN(S(=O)(=O)c3ccc4c(c3)oc(=O)n4C)C2)CC1 (stereo unspecified) | 6.2% | -24.4%[10.9 µM] | u | -11.2%
26 | Cc1ccc(NC(=O)C(Cc2ccccc2)NS(=O)(=O)c2cccs2)cc1Cl (stereo unspecified) | -0.3% | -10.0%[10.9 µM] | 4.4% | -4.0%
27 | COC(=O)c1[nH]c2ccc(C)cc2c1NC(=O)C(C)N1CCN(C2CCCCC2)CC1 (stereo unspecified) | -3.1% | -4.2% | -1.7% | -0.3%
28 | Cc1ccc(-c2csc(-c3nc(-c4ccc(Br)s4)cs3)n2)cc1 | 8.0% | -4.1%[10.9 µM] | 4.6% | -0.3%
29 | CCN(CC)c1ccc2cc(C(=O)Nc3ccc(-n4cnnn4)c(OC)c3)c(=O)oc2c1 | -7.5% | 14.9% | -0.1% | 5.3%
30 | C1CCC2OC2C1 (stereo unspecified) | -2.8%[1.84 µM] | u | 0.5% | 2.5%

Along the list, quoted from above.
p53ts 32C kill for entries 1–4 → -10.1%, -16.8%, -4.6%, -1.5%
IkB signaling for entries 1–4 → 5.4%, -1.4%, u, u
Peg3 imprint for entries 1–4 → -2.6%[10.9 µM], -14.0%[10.9 µM], -11.4%, -6.8%[10.9 µM]

(cont.)
nr | compound | p53ts 32C kill | Peg3 imprint | IkB signaling | p53ts 39C kill
31 | COc1ccccc1CNC(=O)c1ccc2c(c1)N(Cc1cccc(C)c1)C(=O)c1ccccc1S2(=O)=O | 11.1% | -14.7%[10.9 µM] | -0.2% | -9.8%
32 | CCN(CC)CCNC(=O)c1ccc2c(c1)NC(=O)C(CS(=O)(=O)Cc1ccc(F)cc1Cl)N2 (stereo unspecified) | 2.0% | 0.9%[10.9 µM] | 0.6% | 2.7%
33 | Cc1cccc(-n2c(CNC(=O)c3ccccc3)nnc2SCC(=O)Nc2nccs2)c1 | -6.5% | -1.7% | -1.9% | 5.9%
34 | CCOC(=O)C1=C(C)N=c2s/c(=C\C(=O)OC)c(=O)n2C1c1ccc(OC)cc1 (stereo unspecified) | -6.7% | -3.8% | 3.2% | 147.5%[activator]
35 | CCc1cc2c(SCC(=O)O)ncnc2s1 | 10.0% | 2.2% | -1.2% | 15.7%
36 | O=C(Cn1c(=O)n(Cc2ccco2)c(=O)c2ccccc21)NCC1CCCO1 (stereo unspecified) | 2.3% | -3.9% | 1.4% | -5.0%
37 | COc1cc(NC(=O)C2CCCN(S(=O)(=O)c3ccc4c(c3)oc(=O)n4C)C2)c(C(=O)O)cc1OC (stereo unspecified) | 4.9% | -11.4%[10.9 µM] | 2.5% | -0.8%
38 | O=C1C2=C(Nc3ccccc3SC2c2ccccc2C(F)(F)F)c2ccccc21 (stereo unspecified) | -2.9% | -14.2%[10.9 µM] | 7.9% | u
39 | O=C(O)c1ccccc1Cl | -9.8%[1.84 µM] | 5.7% | 3.7% | 3.4%
40 | Cn1c(=O)c2c(nc(NCCNC(=O)c3ccco3)n2Cc2ccc(Cl)cc2Cl)n(C)c1=O | -7.2% | 0.5% | 0.6% | -9.5%
41 | CCCCc1nnc(SCCSc2nnc(CCCC)n2N)n1N | 4.3% | -0.2% | -4.1% | 4.3%
42 | Cc1nc2nc(-c3ccco3)[nH]n2c(=O)c1Cc1ccccc1 | -2.3% | -14.3% | -1.9% | -0.4%
43 | CN(C)c1ccc(-c2cc(N(C)Cc3ccco3)ncn2)cc1 | 12.6µM* | -39.4%[inhibitor] | -2.2%[11.4 µM] | 12.6µM*
44 | O=C(Nc1ccc(-c2nc3cc(Cl)ccc3o2)cc1)C1CCCO1 (stereo unspecified) | 4.1% | x | x | 7.9%
45 | O=C(Cn1cccc1)Nc1ccc(OC(F)(F)F)cc1 | -7.1% | -17.2% | -2.7% | -19.3%
46 | O=C1CC(c2cccs2)Cc2nc(NCC3CCCO3)ncc21 (stereo unspecified) | 2.8% | -6.9% | -0.5% | -4.6%
47 | COc1cc(Cl)c(C)cc1NC(=O)CCCN1C(=O)C(c2ccccc2)Oc2cccnc21 (stereo unspecified) | 4.6% | 18.0%[10.9 µM] | -1.2% | -2.4%
48 | Cc1c(-c2cccc(NC(=O)Nc3ccc(Cl)cc3)c2)nc2ncccn12 | -1.7% | -4.9%[10.9 µM] | u | u
49 | Cc1c(C#N)c2ccccc2n1CC(=O)NCC1CCCO1 (stereo unspecified) | 1.5% | 3.9% | 5.9% | -2.5%
50 | Cc1ccc2c(c1)N(C(=O)CSc1nncn1C)C(C)(C)c1ssc(=S)c1-2 | 6.0% | -8.9% | 1.6% | -0.8%
51 | O=C(NCC12CC3CC(C1)CC(CNC(=O)N1CCCC1)(C3)C2)N1CCCC1 | 2.6% | -4.8% | 1.2% | 12.2%
52 | CCN1CCN(C2CCN(C(C)=O)CC2)CC1 | 1.6% | -7.6% | 0.2% | -6.1%
53 | CCOCCc1nn2c(=O)cc(COC(=O)CNC(=O)c3cccc(C)c3)nc2s1 | 5.0% | -12.8%[10.9 µM] | 0.7% | -17.1%
54 | COC(=O)Cn1c(CN2CCOCC2)nc2c1c(=O)n(C)c(=O)n2C | -6.5% | -23.0% | 2.1% | 31.9%[activator]
55 | Cc1ccc(C(=O)O)cc1S(=O)(=O)N1CCC(C(=O)O)CC1 | 2.4% | 4.4% | -0.6% | 21.8%
56 | COC(=O)c1ccccc1NC(=O)C1CC(=O)N(c2ccc(F)cc2)C1 (stereo unspecified) | 4.2% | -7.6% | -0.7% | -4.6%
57 | COc1ccccc1NC(=O)c1c(NC(=O)c2cccs2)sc2c1CCC(C(C)(C)C)C2 (stereo unspecified) | -1.5% | 16.7%[10.9 µM] | u | 18.4%
58 | O=C1C(=O)N(CCCN2CCOCC2)C(c2cccs2)/C1=C(/O)c1ccc2c(c1)OCO2 (stereo unspecified) | 13.8% | -10.8% | -3.9% | 7.7%
59 | O=S(=O)(CCSc1nc2ccccc2o1)c1nc2ccccc2s1 | u | -30.3%[inhibitor] | u | u
60 | COc1cc(-c2noc(-c3ccc(NCc4cccnc4)c([N+](=O)[O-])c3)n2)cc(OC)c1OC | -15.3% | -5.8%[10.9 µM] | 4.3% | u
61 | COc1ccc2c(c1)CCc1c(C(=O)Nc3c(C)nn(Cc4ccc(C)cc4)c3C)noc1-2 | -24.1% | -19.1%[10.9 µM] | 12.6% | -4.1%
62 | Cc1ccc(CNC(=O)CSc2ncc3c(n2)-c2cc(Cl)ccc2N(C)S3(=O)=O)cc1 | -4.9% | 3.0%[10.9 µM] | -1.0% | -13.1%
63 | COc1ccc2[nH]c(=O)c(CN(C(=O)c3cccnc3)c3ccccc3OC)cc2c1 | 5.8% | 5.8% | -1.0% | -4.9%
64 | O=S(=O)(c1ccc2nc(Nc3cccc(F)c3)ccc2c1)N1CCCC1 | -4.0% | -7.9%[10.9 µM] | u | -12.3%
65 | CC(=O)Nc1ccc(S(=O)(=O)N2CCCN(S(=O)(=O)c3ccc(C)cc3)CC2)cc1 | 2.0% | -15.0% | 2.0% | -22.6%
66 | CNc1oc(-c2ccccc2)nc1C#N | -12.4% | x | x | -10.8%

6 entries from above, in transposed form:
#61 COc1ccc2c(c1)CCc1c(C(=O)Nc3c(C)nn(Cc4ccc(C)cc4)c3C)noc1-2
#62 Cc1ccc(CNC(=O)CSc2ncc3c(n2)-c2cc(Cl)ccc2N(C)S3(=O)=O)cc1
#64 O=S(=O)(c1ccc2nc(Nc3cccc(F)c3)ccc2c1)N1CCCC1
#66 CNc1oc(-c2ccccc2)nc1C#N
#63 COc1ccc2[nH]c(=O)c(CN(C(=O)c3cccnc3)c3ccccc3OC)cc2c1
#65 CC(=O)Nc1ccc(S(=O)(=O)N2CCCN(S(=O)(=O)c3ccc(C)cc3)CC2)cc1
compound no.	61	62	64	66	63	65
p53ts 32C kill	-24.1%	-4.9%	-4.0%	-12.4%	5.8%	2.0%
Peg3 imprint	-19.1%[10.9 µM]	3.0%[10.9 µM]	-7.9%[10.9 µM]	x	5.8%	-15.0%
IkB signaling	12.6%	-1.0%	u	x	-1.0%	2.0%
p53ts 39C kill	-4.1%	-13.1%	-12.3%	-10.8%	-4.9%	-22.6%
